HTR5A inv ag – HTR5A inverse agonism, opioid heterodimer counter-screen; P47898; HTR5A cell line, luminescence; inhibition, % at 9.3 µM; hit rate 0.083% among 340,000; AID 504634; in the data active means inhibition mostly above about 23%, no sharp cut-off; inactive means mostly below about 18%;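 further: 0% = cells with DMSO and 100% = no-cell wells with DMSO; some compounds called inactive have numbers as strong as hits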
V-ATPase pHluor – alters yeast V-ATPase proton transport; response, % at 10 µM; S. cerevisiae, pHLuorin cytosolic pH fluorescence; hit rate 0.37% among 350,000; in the data active means response mostly above about 7.3%, no sharp cut-off; inactive means mostly below about 5.4%; further: actives read high; inactives centre near 0; some compounds called inactive have numbers as strong as hits; reference of the scale not given here
CAL-PDZ inh HTS – blocks peptide binding to the human CAL PDZ domain; Q9HD26; purified CAL PDZ, TMR-peptide fluorescence polarization, 1 h; inhibition, % at 24.9 µM; hit rate 0.92% among 300,000; AID 602252;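 active means mean inhibition of at least 30% with at least half of replicates also reaching 30%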;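 further: 0% = DMSO neutral control and 100% = excess unlabeled competitor peptide PRC23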
OPRM1-OPRD1 ag – agonists of human mu-delta opioid receptor heterodimerization; cells, OPRM1-OPRD1 heterodimerization, luminescence; P35372+P41143; activation, % at 9.3 µM; hit rate 0.3% among 340,000; in the data active means activation above about 18%;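 further: 0% = vehicle-treated cells and 100% = reference agonist; values of inactives mirror those of a sister screen read the other way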
Target sequence (P35372 whole entry, looked up): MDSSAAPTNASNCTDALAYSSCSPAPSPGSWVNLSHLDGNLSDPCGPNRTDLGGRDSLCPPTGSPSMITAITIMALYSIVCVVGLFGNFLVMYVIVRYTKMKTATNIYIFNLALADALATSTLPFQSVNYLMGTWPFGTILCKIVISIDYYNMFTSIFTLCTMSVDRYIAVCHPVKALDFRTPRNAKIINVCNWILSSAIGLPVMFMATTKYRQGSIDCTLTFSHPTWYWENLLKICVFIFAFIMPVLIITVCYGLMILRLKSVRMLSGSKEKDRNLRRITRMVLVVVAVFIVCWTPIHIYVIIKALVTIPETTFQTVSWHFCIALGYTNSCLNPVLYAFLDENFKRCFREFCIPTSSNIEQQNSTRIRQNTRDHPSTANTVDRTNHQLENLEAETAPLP
Target sequence (P41143 whole entry, looked up): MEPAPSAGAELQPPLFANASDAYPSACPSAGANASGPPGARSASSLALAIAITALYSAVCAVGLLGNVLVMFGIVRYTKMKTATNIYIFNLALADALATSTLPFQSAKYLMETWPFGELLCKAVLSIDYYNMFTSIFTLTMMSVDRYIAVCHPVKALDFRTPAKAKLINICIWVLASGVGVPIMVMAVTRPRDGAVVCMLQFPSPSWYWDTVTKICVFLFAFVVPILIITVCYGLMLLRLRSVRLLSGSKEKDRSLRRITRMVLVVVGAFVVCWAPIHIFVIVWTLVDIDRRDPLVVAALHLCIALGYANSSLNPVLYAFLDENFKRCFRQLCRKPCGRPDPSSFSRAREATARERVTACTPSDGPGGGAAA
MOR-DOR inv ag – inverse agonist of human OPRM1-OPRD1 heterodimerization. cell-based MOR-DOR heterodimer luminescence, inverse agonism. inhibition, % at 9.3 µM. hit rate 0.21% among 340,000. AID 504357; in the data active means inhibition above about 22%, passing the limit was not always enough;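 further: 0% = cells with DMSO and 100% = wells without cells with DMSO; values of inactives mirror those of a sister screen read the other way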
RTF Ca sens inh – cardiac RTF calcium desensitization. P19429+P45379. IANBD-labeled cardiac RTF, Ca2+ fluorescence. inhibition, % at 7.15 µM. hit rate 0.12% among 340,000;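 active means inhibition above the mean inhibition of all tested compounds plus 3 SD, cut at about 17% in these data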;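 further: assay run at fixed EC70 calcium of 1.6 mM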
RTF Ca sens act – increases calcium sensitivity of human cardiac regulated thin filaments | P19429+P45379 | IANBD-labeled TnC RTF fluorescence at EC20 calcium; 0% EC20 calcium, 100% full calcium | activation, % at 7.2 µM | hit rate 0.24% among 340,000;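 active means activation above the mean over all tested compounds plus 3 SD, cut at about 30% in these data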;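 further: rise in fluorescence read as greater calcium sensitivity of cardiac thin filaments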
LANA DNA inh – KSHV C-LANA DNA binding inhibition; inhibition, % at 9 µM; hit rate 0.078% among 340,000; MBP-C-LANA/FAM-LBS DNA binding, fluorescence polarization;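 active means highest replicate inhibition at or above 60% at 9 µM, even if other replicates fall short; inactive means all replicates below 60% inhibition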;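 further: 0% = neutral control wells and 100% = 4 µM acridine orange control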
HTR5A ag ctr – HTR5A agonism, opioid heterodimer counter-screen; AID 504692; HTR5A agonist assay, luminescence, cell-based; activation, % at 9.3 µM; hit rate 0.61% among 340,000; P47898; in the data active means activation mostly above about 9.5%, no sharp cut-off; inactive means mostly below about 7.6%;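 further: 0% = cells with vehicle only and 100% = reference agonist; strong numbers were not always called active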
Keap1 Nrf2 FP – disrupts human Keap1 binding to Nrf2 peptide | hit rate 0.15% among 340,000 | Keap1 Kelch-Nrf2 peptide fluorescence polarization, 1536-well | Q14145 | inhibition, % at 9.4 µM; in the data active means inhibition above about 12%;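 further: human Keap1 Kelch domain with fluorescein labeled Nrf2 9mer peptide probe; 0% = neutral control wells and 100% = peptide positive control; higher means more block of Keap1 binding to Nrf2 peptide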
* hit, by the source's call; nt = not tested or not shown; & = joins results of further samples. Compounds were not picked by outcome; 2.8% or so of the library scored in one or more.

SMILES	HTR5A inv ag	V-ATPase pHluor	CAL-PDZ inh HTS	OPRM1-OPRD1 ag	MOR-DOR inv ag	RTF Ca sens inh	RTF Ca sens act	LANA DNA inh	HTR5A ag ctr	Keap1 Nrf2 FP
CNC(=O)C1C2C=CC3(O2)C1C(=O)N(C1CC1)C3C(=O)NCc1ccc(OC)cc1 (configuration not stated)	3	0	-3	-2.1	13	-1	1	1.3	-3	-1
Cc1ccc(CNC(=O)c2cc(-c3cc(C)cc(C)c3O)n[nH]2)cc1	0	-5	1	3.6	-19	-4	3	0.1	0	1
CC1CCCCN1S(=O)(=O)c1ccc(C(=O)Nc2nnc(-c3cccs3)o2)cc1 (configuration not stated)	-1	11*	0	-1.6	8	-25	-3	1.6	6	-6
COc1ccc(S(=O)(=O)N(C)C[C@H]2Oc3c(NC(=O)C4CC4)cccc3C(=O)N([C@H](C)CO)C[C@@H]2C)cc1	-13	0	1	-2.2	12	-13	-6	3.8	5	-1
CCN(CC)C(=O)CSc1nc(O)cc(=O)n1C	13	3	3	-0.8	5	0	-2	0.5	3	-2
N#Cc1c(NC(=O)C2CC(Cl)=CCC2C(=O)O)sc2c1CCCCC2 (configuration not stated)	14	1	1	0.3	-2	-2	5	0.1	-5	-7
O=C(OCC(=O)N1CCCCC1)c1cc(=O)[nH]c2ccccc12	17	-3	7	0.0	0	-11	2	-1.0	13*	-1
Cc1nc2ccccn2c1/C(O)=C1\C(=O)C(=O)N(CCN(C)C)C1c1ccco1 (configuration not stated)	15	0	18	-4.6	23	-1	2	0.1	0	-4
Cc1c(NC(=O)c2ccc(Cl)c(S(=O)(=O)N3CCCCC3)c2)c(=O)n(-c2ccccc2)n1C	10	4	-5	-4.0	22	-2	1	0.4	2	-2
CN(C)c1nc(N2CCN(c3ccccc3)CC2)c(C#N)c(=O)o1	9	5	-2	-2.2	11	-4	1	0.1	-3	-3
CC(C)OC(=O)c1nnc(-c2ccccc2)nc1OC(C)C	-11	0	-2	0.5	-3	0	2	-0.9	5	1
Cn1c(SCC(=O)Nc2ccccc2)nc2ccccc2c1=O	5	13	nt	0.8	-4	-13	2	0.0	6	-3
O=C(Nc1ccc(Cl)cc1)C(c1ccccc1)N(CCO)CCO (configuration not stated)	-10	-2	nt	1.7	-8	-11	0	-1.1	-1	-2
CC(C)C(NC(=O)c1c(F)cccc1F)C(=O)NCCc1ccc(S(N)(=O)=O)cc1 (configuration not stated)	-12	-4	0	-0.8	5	7	-4	-0.1	9	0
COc1cccc(NC(=O)CCc2ccccc2)c1	5	8	2	-1.5	8	-14	-6	5.5	4	1
O=C(CSc1nnnn1-c1ccccc1Cl)Nc1ccc2c(c1)OCCO2	-6	-1	-2	-3.4	18	-5	-7	-0.7	2	-4
CCC(c1nnc(SCC(=O)N2CC3(C)CC2CC(C)(C)C3)o1)N(C)C (configuration not stated)	-19	1	-2	-1.4	8	-1	-2	-0.7	4	-5
COc1cc(/C=N/NC(=S)NC2CC3C=CC2C3)cc(OC)c1OC (configuration not stated)	nt	2	-3	nt	nt	nt	nt	-1.3	nt	2
O=C(NCCC(=O)N1CCN(c2ncccn2)CC1)c1ccccc1Cl	10	10	-2	-2.9	13	-4	-4	0.5	5	-3
Cc1ccc(-n2nnnc2SCC(=O)Nc2ccccc2-c2ccccc2)cc1C	19	1	-3	-0.1	0	6	-2	0.7	-2	0
Fc1ccc(CNCC2CCCO2)cc1 (configuration not stated)	12	3	0	-1.5	7	4	1	-1.2	-3	0
NC(=O)Nc1ccc2c(c1)OCCO2	-17	4	-2	-0.8	5	0	1	-1.4	-4	0
Cc1c(NC(=O)CSCc2ccccc2)cccc1C(=O)O	2	1	-1	-0.6	3	-5	-1	5.4	-1	-1
CC(NC(=O)C1CCN(S(=O)(=O)N2CCC3(CC2)OCCO3)CC1)c1ccccc1 (configuration not stated)	5	3	0	-0.9	4	-10	-2	1.9	-2	1
CC[C@@H]1C=C(C(=O)O)[C@H](c2ccc(Br)cc2)N1S(=O)(=O)c1ccc(C)cc1	-14	2	-3	-4.3	20	-7	0	-0.1	4	-3
COc1ccccc1N1CSC2=C(C#N)C(c3ccc(SC)cc3)CC(=O)N2C1 (configuration not stated)	-10	-2	-1	-0.5	3	-11	-6	-1.0	2	-5
O=C(NCc1ccccc1)c1ccc(S(=O)(=O)N2CCCc3ccccc32)cc1	-1	2	-4	1.5	-6	0	2	-1.2	0	-4
O=C(CCc1ccccc1)NCc1ccccn1	-25	5	nt	-2.4	12	-7	3	0.2	3	1
CCN(C(=O)C(C)OC(=O)CCCNC(=O)c1ccc(Cl)cc1)c1ccccc1 (configuration not stated)	23	0	15	-0.5	3	-6	-1	0.7	-4	-1
COc1ccc([C@@H]2[C@@H]3C(=O)N(C(C)(C)C)C(=O)[C@@H]3[C@]3(Cc4ccccc4)C(=O)N(c4cccc(C)c4)C(=O)N23)cc1	-24	-2	0	-0.2	1	-10	5	-1.2	3	2
CC1(C)Cc2c(cnn2-c2ccc(F)cc2)C(NC(=O)c2ccc(=O)oc2)C1 (configuration not stated)	20	3	15	-3.6	20	-9	5	-2.1	-2	-4
CCO/C(C)=N/n1c2nc3ccccc3nc2c2c(=O)n(Cc3ccccc3Cl)c(C)nc21	-9	-1	-5	-2.0	12	-7	2	-0.9	-7	-8
CCCCN(CCCC)Cc1ccc(C(=O)NNC(=O)Nc2ccc(F)cc2)o1	-4	11	2	-0.6	3	-3	-6	0.8	-2	0
CCCCN(Cc1ccccc1)S(=O)(=O)c1cc2c(cc1Br)CC(C)N2C(C)=O (configuration not stated)	8	5	-8	1.6	-7	-1	-2	nt	-2	nt
CCOC(=O)c1cnc(SCC)[nH]c1=O	-2	-2	0	-0.8	4	-3	4	-1.7	3	-6
CCOC(=O)C1=C(CC)NC2=C(C(=O)CCC2)C1c1ccc(OC)c(OC)c1 (configuration not stated)	-27	-1	-2	-0.7	4	-9	0	-1.8	-2	-3

3 structures already listed, ordered by heavy-atom count, falling.
SMILES	HTR5A inv ag	V-ATPase pHluor	CAL-PDZ inh HTS	OPRM1-OPRD1 ag	MOR-DOR inv ag	RTF Ca sens inh	RTF Ca sens act	LANA DNA inh	HTR5A ag ctr	Keap1 Nrf2 FP
CCCCN(CCCC)Cc1ccc(C(=O)NNC(=O)Nc2ccc(F)cc2)o1	-4	11	2	-0.6	3	-3	-6	0.8	-2	0
CCOC(=O)C1=C(CC)NC2=C(C(=O)CCC2)C1c1ccc(OC)c(OC)c1 (configuration not stated)	-27	-1	-2	-0.7	4	-9	0	-1.8	-2	-3
O=C(CCc1ccccc1)NCc1ccccn1	-25	5	nt	-2.4	12	-7	3	0.2	3	1

Later entries
SMILES	HTR5A inv ag	V-ATPase pHluor	CAL-PDZ inh HTS	OPRM1-OPRD1 ag	MOR-DOR inv ag	RTF Ca sens inh	RTF Ca sens act	LANA DNA inh	HTR5A ag ctr	Keap1 Nrf2 FP
COc1cc(/C=N/O)ccc1OCc1ccccc1Cl	-17	-1	-1	0.5	-3	-1	2	0.7	7	3
O=[N+]([O-])c1ccc2nc(-c3ccc(Cl)cc3)n(OCc3ccccc3)c2c1	-12	5	-2	4.6	-23	-5	1	-1.0	-1	-4
COc1ccc(Cl)cc1NC(=O)C(C)OC(=O)c1ccc(NS(=O)(=O)c2ccc3[nH]c(=O)[nH]c3c2)cc1 (configuration not stated)	-7	6	-14	-4.2	23	2	-5	-0.9	8	-4
O=C(Cn1cnc2c(nnn2Cc2ccc(Cl)cc2)c1=O)NCc1ccco1	4	-1	0	-2.2	12	1	7	-0.9	1	-7
COc1ccccc1-c1nnc(SCC(=O)O)n1-c1ccc(C)cc1	-9	1	-4	-3.1	15	-3	3	-0.7	3	2
ONC(=Nc1ccc(Cl)cc1)c1ccccc1Cl	-3	-1	-5	0.1	-1	-5	3	-2.1	1	0
CCCCCCCCCC(=O)N[C@@H]1c2cc(OC)c(OC)cc2C[C@H]1OCc1ccccc1	-1	1	4	-0.5	3	-9	4	-1.2	0	-8
CSc1ccccc1NC(=O)CSc1cccc[n+]1[O-]	-6	0	nt	-3.0	16	3	-7	3.2	2	-1
O=C(CSc1ccccc1F)OCC(=O)N1CCN(C(=O)c2ccco2)CC1	12	-6	0	-3.8	20	-6	-6	-0.4	-4	2
CCOC(=O)N1CCN(C(=O)c2c(-c3c(Cl)cccc3Cl)noc2C)CC1	-44	1	-1	-1.9	12	4	5	1.0	16	-2
COc1cc2c(cc1OC)C(C)N(C(=O)c1cc3c(=O)oc4ccc(C)cc4c3s1)CC2 (configuration not stated)	11	-3	nt	-1.6	8	-3	2	0.2	-4	4
CC1Oc2ccccc2N(CC(=O)NC2CCCCC2)C1=O (configuration not stated)	4	9	-1	-0.5	3	11	-2	0.4	3	-3
CCN1CCN(c2nc3ccccc3nc2C(C#N)C(=O)OC2CCCCC2)CC1 (configuration not stated)	5	-8	-4	-1.4	7	-3	2	0.5	0	-2
CC1CCN(C(=O)CCc2nnc3ccc(N4CCC5(CC4)OCCO5)nn23)CC1	8	6	-2	-2.6	14	2	-2	0.2	7	3
Brc1cccc(-c2nnc3sc(CNCc4ccco4)cn23)c1	-20	2	nt	-0.7	4	-6	2	1.0	7	-9
C=CCn1c(=NC(=O)c2ccco2)sc2cc(C(=O)OC)ccc21	-3	-1	-1	8.1	-42	2	-1	-0.5	-3	3
O=C(Nc1nc(-c2ccc(S(=O)(=O)N3CCOCC3)cc2)cs1)c1ccccc1	8&-3	4&0	-6	1.4&2.0	-7&-11	-5&-9	-4&-9	-0.8&-1.9	-2&4	-5&-2
CCn1cnc2c1c(=O)[nH]c(=O)n2Cc1ccccc1	-4	1	-1	-2.0	10	-3	-2	1.3	1	0
CCN(CC)C(=O)CSc1nc2ccccc2c(=O)n1OC(C)C	38*	-3	-5	-1.6	8	-4	6	0.5	8	-1
O=C(Cn1cc(COc2ccc(Br)cc2[N+](=O)[O-])nn1)c1ccc(O)cc1	4	3	-9	-5.0	23	-1	-2	-1.2	-1	1
CCN(CC(=O)Nc1c(Cl)cccc1Cl)C(=O)C1CCN(c2ncnc3sc(C)c(C)c23)CC1	2	-1	nt	-1.9	10	-13	-5	-1.8	-1	-5
CC(CC(=O)Nc1ccc(Cl)c(S(=O)(=O)N2CCOCC2)c1)c1ccccc1 (configuration not stated)	-10	1	-1	5.1	-33	-3	2	0.1	3	-6
Cc1cc(C)n2nc(C(=O)Nc3nccs3)nc2n1	22	2	2	0.3	-2	3	-3	-1.6	2	-1
O=C(CSc1ncccn1)NCc1cccs1	-1	4	-2	-2.2	10	-4	-1	-48	1	-2
CN(Cc1ccccc1)c1nc2c(c(=O)n(C)c(=O)n2C)n1CCCc1ccccc1	-13	-4	-1	7.2	-42	-2	-6	-0.6	3	-3
CC(C)c1ccc(NC(=O)CSc2nc(=O)[nH]c3c2CCCC3)cc1	-12	-11	-2	-0.2	1	0	5	0.4	5	7
O=C(COC(=O)c1ccc(F)c(S(=O)(=O)N2CCOCC2)c1)NC1CC1	2	-4	-2	-1.2	5	-4	0	1.3	-1	-5
O=C(O)C1C2CCC(O2)C1C(=O)Nc1ccc(F)c(Cl)c1 (configuration not stated)	-2	3	-3	-3.0	14	-5	6	2.0	1	-2
O=C(Nc1cccc(F)c1)c1ccc(Cn2cc([N+](=O)[O-])cn2)o1	-19	-1	-6	-2.7	12	-8	-2	-1.3	7	3
O=C1CCN(CCc2ccccc2)CCN1CCO	4	-3	-1	-1.9	11	-2	0	0.0	-2	-1
